NPSR antag: neuropeptide S receptor (human) antagonism, cAMP | CHO-NPSR cells, cAMP TR-FRET, antagonist mode | actives 1% (n = 220,000) | Q6W5P4 | Potency, µM (doses to about 38.3 µM), for inactives: at the highest dose activity change, negative = inhibition, most hits filed as inhibitors; note: potency is the fitted concentration of half-maximal effect; % is set by controls: 0 for no effect and ±100 for the full control effect; nearly all actives have a fitted effect of over 50% in size; many of its hits are not listed in these tables
Target sequence (Q6W5P4 whole entry, looked up): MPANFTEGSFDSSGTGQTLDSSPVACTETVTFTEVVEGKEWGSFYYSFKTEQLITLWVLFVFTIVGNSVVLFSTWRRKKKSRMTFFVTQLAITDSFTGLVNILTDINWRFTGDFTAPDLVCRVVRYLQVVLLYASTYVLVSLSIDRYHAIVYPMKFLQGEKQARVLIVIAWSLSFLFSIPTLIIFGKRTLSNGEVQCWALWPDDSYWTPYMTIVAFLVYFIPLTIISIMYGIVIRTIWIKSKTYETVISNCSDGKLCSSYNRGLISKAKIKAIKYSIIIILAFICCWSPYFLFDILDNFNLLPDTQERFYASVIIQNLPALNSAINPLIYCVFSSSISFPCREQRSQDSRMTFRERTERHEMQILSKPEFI
CBFb RUNX1 block: CBF-beta/RUNX1 interaction disruption | Q01196+Q13951 | AlphaScreen CBFb-His/RUNX1-biotin binding, biochemical | Potency, µM (highest dose often 59.8 µM), without a hit: at the top dose activity, negative = inhibition, usual class: inhibitors | 230,000 tested, under 10 active | AID 1477; note: % of control where 0% means no effect
Target sequence (Q01196 whole entry, looked up): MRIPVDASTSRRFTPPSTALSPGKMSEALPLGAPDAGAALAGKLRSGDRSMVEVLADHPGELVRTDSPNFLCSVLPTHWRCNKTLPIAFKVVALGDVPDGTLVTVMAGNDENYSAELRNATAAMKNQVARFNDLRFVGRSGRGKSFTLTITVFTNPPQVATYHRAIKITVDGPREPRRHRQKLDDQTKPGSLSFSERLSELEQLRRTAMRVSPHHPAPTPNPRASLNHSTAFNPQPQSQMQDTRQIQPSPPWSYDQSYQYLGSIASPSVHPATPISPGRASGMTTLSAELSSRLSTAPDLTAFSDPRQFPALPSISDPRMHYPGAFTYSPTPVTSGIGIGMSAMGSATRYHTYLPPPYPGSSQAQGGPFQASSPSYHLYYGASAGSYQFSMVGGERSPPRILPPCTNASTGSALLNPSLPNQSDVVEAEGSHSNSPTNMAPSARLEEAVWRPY
Target sequence (Q13951 whole entry, looked up): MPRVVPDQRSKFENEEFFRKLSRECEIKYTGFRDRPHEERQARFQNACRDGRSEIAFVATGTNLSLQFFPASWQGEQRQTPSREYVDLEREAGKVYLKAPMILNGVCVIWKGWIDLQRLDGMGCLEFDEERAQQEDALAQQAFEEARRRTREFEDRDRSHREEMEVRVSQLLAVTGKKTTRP
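Inhibition was taken as any reduction in AlphaScreen signal from the CBF-beta–RUNX1 pair (His and biotin tags, 30 nM each), measured after compound (15 min) and bead (90 min) incubations at room temperature.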
Epigenetic derep: regulators of epigenetic silencing causing reporter derepression in mouse cells; actives 0.2% (n = 280,000); Potency, µM (top dose mostly 53.9 µM), without a hit: at the highest dose GFP activation, most hits filed as activators; murine LDR cells, GFP reporter derepression, 30 h; note: potency is the fitted concentration of half-maximal effect; % of control where 0% means no effect; nearly all actives have a fitted effect of over 60% in size
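Reporter derepression read as number of fluorescent GFP-positive objects, 20-120 um in size, counted by laser-scanning cytometer. Mouse LDR line with an epigenetically silenced CMV-GFP locus; compound incubation 30 h, 37 C.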
IMPase Li cell: IMPase inhibition in cells with lithium potentiation. CHO-M1 cells, IP1 TR-FRET (IP-One), carbachol + lithium. Potency, µM (titrated, usually from 59.4 µM), for inactives: top-dose activity, negative = IMPase inhibition, hits mostly inhibitors. actives 0.35% (n = 210,000). AID 1457;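 note: IP1 builds up when IMPase is blocked and the TR-FRET signal falls; potency is the fitted concentration of half-maximal effect; plate controls were basal vehicle for no effect and high inhibitor control for full effect; nearly all actives have a fitted effect of over 50% in size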
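Steps: plate 2000 CHO-M1 cells per well and culture 16–30 h; add compound and lithium; incubate 30 min, 37C; add d2-IP1 tracer and Eu cryptate anti-IP1 antibody in lysis buffer; read after 10 min at room temperature.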
L3MBTL1 inh: inhibitors of human L3MBTL1 | Q9Y468 | AlphaScreen L3MBTL1–H3K9me1 peptide binding | actives 0.66% (n = 230,000) | Potency, µM (series often up to 57.1 µM), without a hit: top-dose activity, negative = inhibition, usual class: inhibitors; note: potency is the fitted concentration of half-maximal effect; % is set by controls: 0 for no effect and ±100 for the full control effect; nearly all actives have a fitted effect of over 60% in size
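L3MBTL1 (50 nM) pre-complexed 30 min with biotinylated H3(1-15)K9me1 peptide (75 nM), then compounds added for 30 min at room temperature; AlphaScreen streptavidin donor/nickel chelate acceptor beads (10 ug/mL final) read after 30 min dark incubation.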
KinaseGlo FLuc: counter-screen: inhibitors of Kinase-Glo firefly luciferase; Kinase-Glo luciferase, ATP luminescence, 8 min; Potency, µM (titrated, usually from 38.3 µM), inactives show at the highest dose activity change, negative = inhibition, usual class: inhibitors; actives 0.28% (n = 200,000); AID 1379; note: potency is the fitted concentration of half-maximal effect; % is set by controls: 0 for no effect and ±100 for the full control effect; nearly all actives have a fitted effect of over 60% in size
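Compounds were added to a substrate mix at pH 7.2 (50 mM imidazole, 10 uM ATP, within the enzyme's linear range), followed by Kinase-Glo detection reagent; luminescence was measured after 8 minutes at ambient temperature.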
HttQ103 aggreg: reduces HttQ103-GFP aggregates in PC12 cells. PC12 HttQ103-GFP aggregates, Acumen cytometry, 40 h. Potency, µM (titrated, usually from 46.1 µM), without a hit: at the highest dose activity change, negative = inhibition, most hits filed as inhibitors. actives 1.1% (n = 220,000). AID 1688; note: potency is the fitted concentration of half-maximal effect; % is set by controls: 0 for no effect and ±100 for the full control effect; nearly all actives have a fitted effect of over 60% in size
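PC12 cells with ecdysone-inducible HTT exon1 Q103-GFP, induced by 100 nM tebufenozide, given compounds in a concentration series. GFP aggregates (1–25 um, 6 SD above background) counted in lysates by laser-scanning cytometry, 488 nm excitation.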
Active calls of the source: *; ? = inconclusive; . = not tested or not shown; & = joins results of further samples; [ ] = remark or other dose. Calls come from the whole dose curve; as a rule, active = well fitted curve in the direction sought with a large enough effect; inconclusive = small, poorly fitted or top-dose-only effect, or another doubt; inactive = no such curve, though single readings can be large; an effect the other way counts as inactive or inconclusive. Only part of the results is shown; the hit share may differ from the screen's.

SMILES	NPSR antag	CBFb RUNX1 block	Epigenetic derep	IMPase Li cell	L3MBTL1 inh	KinaseGlo FLuc	HttQ103 aggreg
CC1=CC(C)(C)N2C(=O)C3(N=C(N)NC(Nc4ccccc4)=N3)c3cc(C)cc1c32 (stereo unspecified)	-7%[46.1 µM]	-7%	0.1%	6%	?	0%	?
CCN(CC)S(=O)(=O)c1cccc(C(=O)Nc2sc3c(c2C(N)=O)CCCC3)c1	?	-2%	-0.9%	3%[38.3 µM]	2%	6%	-10%
O=C(CSc1ncnc2c1oc1ccccc12)Nc1cccc(Cl)c1	?	3%	4.4%	-1%[38.3 µM]	7%	-2%	-21%[9.22 µM]
C=CCC(NCc1ccccc1)c1ccco1 (stereo unspecified)	-9%[46.1 µM]	8%	0.0%	-5%[38.3 µM]	.	0%	0%
O=C1CN=C(Nc2ccccc2Cl)N1Cc1ccc2c(c1)OCO2	-14%[46.1 µM]	10%	-1.2%	8%	10%	0%	8%
CCSC1=C(C#N)C(c2ccccc2C)CC(=O)N1 (stereo unspecified)	4%[46.1 µM]	5%	3.8%	-3%[38.3 µM]	.	1%	-16%
CCOC(=O)Nc1ccc([N+](=O)[O-])cc1C	5%[46.1 µM]	-1%	-0.9%	.	-1%	.	-4%
COCCNc1cc(C)c(C#N)c2nc3ccccc3n12	-11%[46.1 µM]	0%	-1.8%	-34%[38.3 µM]	?	-15%	-21%
O=C(NCCCn1ccnc1)c1ccccc1NS(=O)(=O)c1ccc(F)c(F)c1	-13%[46.1 µM]	5%	5.2%	25%[38.3 µM]	.	0%	-8%
CCN(CC)CCCNc1cc2n(c(=O)n1)CCc1cc(OC)c(OC)cc1-2	-5%[46.1 µM]	8%	0.0%	-23%[38.3 µM]	-5%	-4%	12%
Cc1ccc2c(c1)[C@@H]1CN(C)CC[C@@H]1N2S(=O)(=O)c1ccc(F)cc1	2%[46.1 µM]	4%	0.8%	7%[38.3 µM]	3%	-1%	-11%
Cc1ccc(C2C(C#N)=C(N)SC(N)=C2C#N)cc1	23%[46.1 µM]	8%	0.7%	?	2%	-1%	10%
Cc1ccc(Cn2cccc2/C=N/NC(=S)Nc2ccc(C)cc2)cc1	-8%	-21%	2.6%	20%	-19%	1%	-8%
Cc1ccc2c(c1)C(=O)c1ccccc1CS2=O (stereo unspecified)	0%	1%	-0.9%	5%	-6%	-1%	3%
O=C(C1=C[C@H](c2coc3ccccc3c2=O)C[C@H](OCc2ccc(CO)cc2)O1)N1CCN(Cc2ccc3c(c2)OCO3)CC1	?	-8%	-1.4%	3%	-19%	.	15%[9.22 µM]
CCOC(=O)c1ccc(-c2ccc(-c3cc(=O)oc4cc(OC)c(OC)c(OC)c34)cc2)cc1	.	7%	0.2%	19%	-6%	3%[39.9 µM]	.
Cc1nc2nc(N)nn2c(C)c1C/C=C/c1ccccc1	21%	2%	0.0%	-8%	-16%	2%	-7%
N=c1sccn1CC(=O)Nc1ccc(SC(F)F)cc1	2%	3%	8.5%	28%	1%	3%	4%
CCN(CC)S(=O)(=O)c1ccc(C(=O)NCCN(C)C)cc1	18%	-3%	-1.3%	2%	1%	2%	-2%[9.22 µM]
Cc1ccc(S(=O)(=O)n2[nH]c(=O)cc2N)cc1	-26%	8%	-0.7%	-9%	10%	.	-7%[9.22 µM]
Cc1cccc(NC(=O)CSc2nnc(CN3CCOCC3)n2C)c1C	13%	0%	-1.1%	5%	2%	-1%	.
CN1CCN(C(=O)c2ccc(COc3ccc(C(C)(C)C)cc3)o2)CC1	0%[46.1 µM]	-3%	2.3%	12%[38.3 µM]	-7%	0%	-15%
Cc1oc(-c2cccs2)nc1CSCC(=O)NC1CC1	-3%[46.1 µM]	0%	-1.7%	5%[38.3 µM]	1%	8%	-3%
COc1cccc(C2C(C#N)=C(N)OC3=C2C(=O)CC(c2ccco2)C3)c1OCc1ccc(F)cc1 (stereo unspecified)	-22%[46.1 µM]	-20%	0.1%	9%[38.3 µM]	-24%	2%	-12%
O=C(O)CSc1ncnc2c1sc1nc(-c3ccccc3)c3c(c12)CCC3	-27%	4%	3.0%	.	.	.	18%[9.22 µM]
COc1cccc(C2=Nn3c(nnc3-c3ccccc3O)SC2)c1	-15%[46.1 µM]	4%&-1%	0.0%	3%	3%	2%	5%
O=C(/C=C/c1ccco1)Nc1ccc2c(c1)OCO2	-10%	-6%	1.1%	7%	12%	-19%	3%
c1ccc(N2CCN(c3nc4ccccc4n4nnnc34)CC2)cc1	-14%[46.1 µM]	13%	-2.2%	8%	3.5µM*	3%	?
c1ccc(CCCCNCC2COc3ccccc3O2)cc1 (stereo unspecified)	-8%	-4%	0.9%	17%	.	4%	-1%
Nc1ccc(C(=O)OCC(=O)N2CCN(C(=O)c3ccco3)CC2)cc1[N+](=O)[O-]	3%	-10%	7.4%	-9%	3%	0%	26%
N#Cc1c(SCC(=O)Nc2nccs2)nc2c(c1-c1ccco1)CCCC2	-15%[46.1 µM]	-2%	0.0%	19%[38.3 µM]	.	-4%	26%
Cc1ccccc1C(=O)NCc1nnc(SCC(=O)N2CCN(c3ccccc3)CC2)n1C	-2%[46.1 µM]	3%	0.0%	17%[38.3 µM]	.	-1%	7%
O=C(OCC(=O)c1ccc[nH]1)c1ccc2ccccc2n1	-8%	-8%	-0.2%	-5%	-18%	-1%	16%
O=C(CSc1nnnn1-c1ccc(Cl)cc1)Nc1cccnc1Cl	8%	-1%	1.9%	11%	-6%	0%	6%
CCC(Oc1ccc2c(=O)c(-c3ccccc3OC)coc2c1)C(=O)OCc1ccccc1 (stereo unspecified)	-6%	?	0.0%	15%	7%	0%	-1%
Cc1nn(C)c(C(=O)N2CCN(C(=O)c3ccco3)CC2)c1[N+](=O)[O-]	6%	-2%	-2.0%	-5%	1%	0%	11%
O=C(CN1C(=O)c2ccccc2C1=O)N1CCN=C1c1ccccc1	45%	3%	-2.8%	.	4%	.	4%[9.22 µM]
Nc1nonc1-c1noc(-c2ccc(Br)o2)n1	?	2%	-0.9%	-22%[38.3 µM]	-3%	1%	-25%
OC(COc1cccc2ccccc12)CN1CCN(c2ccccc2)CC1 (stereo unspecified)	-15%	-8%	3.0%	.	.	.	42%[9.22 µM]
CN(C)C(CNC(=O)c1cccs1)c1cccnc1 (stereo unspecified)	-3%[46.1 µM]	10%	0.0%	17%[38.3 µM]	4%	-2%	-1%
CCOC(=O)Cn1cc(/C=C(/C#N)C(=O)NC(C)C)c2ccccc21	2%	5%	-1.1%	4%	3%	-1%	13%[9.22 µM]
CC(=O)OC(C(=O)NC1CCCCC1)c1ccc(C)cc1 (stereo unspecified)	-6%[7.67 µM]	-5%	3.7%	-2%[38.3 µM]	-3%	-1%	5%
Cc1cc(=O)n(C2CCS(=O)(=O)C2)[nH]1 (stereo unspecified)	-21%	7%	2.1%	7%	-29%	1%	-6%[9.22 µM]
COc1ccc(NC(NC(=O)c2ccc(OC)cc2)C(Cl)(Cl)Cl)cc1 (stereo unspecified)	-25%[46.1 µM]	-13%	0.0%	21%[38.3 µM]	-9%	0%	-32%
COc1ccc(C(=O)NC2c3ccccc3-c3ccccc32)cc1	15%	-6%	-1.0%	-27%	5%	1%	-2%
COc1ccc(OCC(=O)N/N=C(\C)c2cccs2)cc1	-6%[7.67 µM]	6%	0.0%	.	3%	.	-9%[9.22 µM]
CC(=O)c1c(C)[nH]c(C(=O)Nc2ccc(C)c(S(=O)(=O)N(C)C)c2)c1C	-2%	20%	1.3%	-6%	?	1%	-2%
Cc1nn(-c2ccccc2)c(Cl)c1C1C(C#N)=C(N)Oc2n[nH]c(C)c21 (stereo unspecified)	-19%[46.1 µM]	2%	0.0%	14%[38.3 µM]	.	0%	-19%
Cc1[nH]c(=O)[nH]c(=O)c1NS(=O)(=O)c1ccc2c(c1)CCCC2	-1%[46.1 µM]	1%	-1.0%	-5%[38.3 µM]	-7%	0%	-13%
O=C(c1ccccc1NS(=O)(=O)c1cccs1)N1CCCC1	5%[46.1 µM]	-3%	-1.8%	-18%[38.3 µM]	-1%	-1%	-2%
O=C(Oc1ccc(-c2nnco2)cc1)N(c1ccccc1)c1ccccc1	-8%[46.1 µM]	0%	-2.2%	19%	-4%	0%	19%
Fc1ccc(CN2C3=NCCN3c3ccccc32)cc1	11%	5%	2.1%	.	2%	.	?
CCCC1CCC(=C(C#N)C(N)=O)CC1 (stereo unspecified)	10%	-5%	0.0%	4%	5%	0%	-2%
Cc1cc(NC(=O)CN2CCN(c3cccc(Cl)c3)CC2)no1	-6%	-20%	1.1%	?	12%	0%	16%
COc1ccc(-c2ccc(SCC(=O)c3ccccc3)nn2)cc1OC	1%	0%	2.5%	4%	.	1%	4%
COc1ccc(-c2nnc(SCC(=O)NC(=O)NCc3ccco3)o2)cc1	-10%[46.1 µM]	-4%	0.9%	-29%[38.3 µM]	-4%[11.4 µM]	0%	2%
CCOC(=O)c1cccc(NC(=O)CN(c2ccc(C)cc2)S(=O)(=O)c2c(C)noc2C)c1	?	8%	-1.0%	.	-1%	.	-9%
Nc1ccccc1S(=O)(=O)c1ccccc1N	-16%[46.1 µM]	1%	0.0%	-1%[38.3 µM]	4%	-2%	5%
CC(C)CN(CC(C)C)C(=O)Nc1cccc([N+](=O)[O-])c1	-13%	13%	-1.5%	12%	-7%	0%	16%
CCCCCOc1ccc(C(=O)NC(C(=O)O)C(C)C)cc1 (stereo unspecified)	-7%[46.1 µM]	2%	-1.1%	-6%[38.3 µM]	3%	1%	-22%
CCc1c(C)c2ccc(OCC(N)=O)cc2oc1=O	-5%[46.1 µM]	6%	-1.1%	13%[38.3 µM]	-1%	-3%	13%
Clc1ccc(-c2c[n+](Cc3ccc(Cl)cc3Cl)c3n2CCCCC3)cc1	?	-6%	-3.2%	.	-18%	.	-4%[9.22 µM]
O=C(Oc1ccc(N(Cc2cccs2)C2=NS(=O)(=O)c3ccccc32)cc1)c1ccccc1	-22%[46.1 µM]	0%	-3.0%	7%[38.3 µM]	.	3%	-12%[9.22 µM]

Compound activity from PubChem.
